Assay outcomes (PubChem)
mHTT-CaM PPI inh: inhibitors of human mutant huntingtin-calmodulin interaction; AlphaScreen His-mHTT/GST-CaM binding, luminescence; inhibition, % at 15 µM; hit rate 3.6% among 190,000; AID 1671202;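 note: 0% = both proteins with DMSO and 100% = one protein alone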
Target sequence (P42858 whole entry, looked up, stated change not applied): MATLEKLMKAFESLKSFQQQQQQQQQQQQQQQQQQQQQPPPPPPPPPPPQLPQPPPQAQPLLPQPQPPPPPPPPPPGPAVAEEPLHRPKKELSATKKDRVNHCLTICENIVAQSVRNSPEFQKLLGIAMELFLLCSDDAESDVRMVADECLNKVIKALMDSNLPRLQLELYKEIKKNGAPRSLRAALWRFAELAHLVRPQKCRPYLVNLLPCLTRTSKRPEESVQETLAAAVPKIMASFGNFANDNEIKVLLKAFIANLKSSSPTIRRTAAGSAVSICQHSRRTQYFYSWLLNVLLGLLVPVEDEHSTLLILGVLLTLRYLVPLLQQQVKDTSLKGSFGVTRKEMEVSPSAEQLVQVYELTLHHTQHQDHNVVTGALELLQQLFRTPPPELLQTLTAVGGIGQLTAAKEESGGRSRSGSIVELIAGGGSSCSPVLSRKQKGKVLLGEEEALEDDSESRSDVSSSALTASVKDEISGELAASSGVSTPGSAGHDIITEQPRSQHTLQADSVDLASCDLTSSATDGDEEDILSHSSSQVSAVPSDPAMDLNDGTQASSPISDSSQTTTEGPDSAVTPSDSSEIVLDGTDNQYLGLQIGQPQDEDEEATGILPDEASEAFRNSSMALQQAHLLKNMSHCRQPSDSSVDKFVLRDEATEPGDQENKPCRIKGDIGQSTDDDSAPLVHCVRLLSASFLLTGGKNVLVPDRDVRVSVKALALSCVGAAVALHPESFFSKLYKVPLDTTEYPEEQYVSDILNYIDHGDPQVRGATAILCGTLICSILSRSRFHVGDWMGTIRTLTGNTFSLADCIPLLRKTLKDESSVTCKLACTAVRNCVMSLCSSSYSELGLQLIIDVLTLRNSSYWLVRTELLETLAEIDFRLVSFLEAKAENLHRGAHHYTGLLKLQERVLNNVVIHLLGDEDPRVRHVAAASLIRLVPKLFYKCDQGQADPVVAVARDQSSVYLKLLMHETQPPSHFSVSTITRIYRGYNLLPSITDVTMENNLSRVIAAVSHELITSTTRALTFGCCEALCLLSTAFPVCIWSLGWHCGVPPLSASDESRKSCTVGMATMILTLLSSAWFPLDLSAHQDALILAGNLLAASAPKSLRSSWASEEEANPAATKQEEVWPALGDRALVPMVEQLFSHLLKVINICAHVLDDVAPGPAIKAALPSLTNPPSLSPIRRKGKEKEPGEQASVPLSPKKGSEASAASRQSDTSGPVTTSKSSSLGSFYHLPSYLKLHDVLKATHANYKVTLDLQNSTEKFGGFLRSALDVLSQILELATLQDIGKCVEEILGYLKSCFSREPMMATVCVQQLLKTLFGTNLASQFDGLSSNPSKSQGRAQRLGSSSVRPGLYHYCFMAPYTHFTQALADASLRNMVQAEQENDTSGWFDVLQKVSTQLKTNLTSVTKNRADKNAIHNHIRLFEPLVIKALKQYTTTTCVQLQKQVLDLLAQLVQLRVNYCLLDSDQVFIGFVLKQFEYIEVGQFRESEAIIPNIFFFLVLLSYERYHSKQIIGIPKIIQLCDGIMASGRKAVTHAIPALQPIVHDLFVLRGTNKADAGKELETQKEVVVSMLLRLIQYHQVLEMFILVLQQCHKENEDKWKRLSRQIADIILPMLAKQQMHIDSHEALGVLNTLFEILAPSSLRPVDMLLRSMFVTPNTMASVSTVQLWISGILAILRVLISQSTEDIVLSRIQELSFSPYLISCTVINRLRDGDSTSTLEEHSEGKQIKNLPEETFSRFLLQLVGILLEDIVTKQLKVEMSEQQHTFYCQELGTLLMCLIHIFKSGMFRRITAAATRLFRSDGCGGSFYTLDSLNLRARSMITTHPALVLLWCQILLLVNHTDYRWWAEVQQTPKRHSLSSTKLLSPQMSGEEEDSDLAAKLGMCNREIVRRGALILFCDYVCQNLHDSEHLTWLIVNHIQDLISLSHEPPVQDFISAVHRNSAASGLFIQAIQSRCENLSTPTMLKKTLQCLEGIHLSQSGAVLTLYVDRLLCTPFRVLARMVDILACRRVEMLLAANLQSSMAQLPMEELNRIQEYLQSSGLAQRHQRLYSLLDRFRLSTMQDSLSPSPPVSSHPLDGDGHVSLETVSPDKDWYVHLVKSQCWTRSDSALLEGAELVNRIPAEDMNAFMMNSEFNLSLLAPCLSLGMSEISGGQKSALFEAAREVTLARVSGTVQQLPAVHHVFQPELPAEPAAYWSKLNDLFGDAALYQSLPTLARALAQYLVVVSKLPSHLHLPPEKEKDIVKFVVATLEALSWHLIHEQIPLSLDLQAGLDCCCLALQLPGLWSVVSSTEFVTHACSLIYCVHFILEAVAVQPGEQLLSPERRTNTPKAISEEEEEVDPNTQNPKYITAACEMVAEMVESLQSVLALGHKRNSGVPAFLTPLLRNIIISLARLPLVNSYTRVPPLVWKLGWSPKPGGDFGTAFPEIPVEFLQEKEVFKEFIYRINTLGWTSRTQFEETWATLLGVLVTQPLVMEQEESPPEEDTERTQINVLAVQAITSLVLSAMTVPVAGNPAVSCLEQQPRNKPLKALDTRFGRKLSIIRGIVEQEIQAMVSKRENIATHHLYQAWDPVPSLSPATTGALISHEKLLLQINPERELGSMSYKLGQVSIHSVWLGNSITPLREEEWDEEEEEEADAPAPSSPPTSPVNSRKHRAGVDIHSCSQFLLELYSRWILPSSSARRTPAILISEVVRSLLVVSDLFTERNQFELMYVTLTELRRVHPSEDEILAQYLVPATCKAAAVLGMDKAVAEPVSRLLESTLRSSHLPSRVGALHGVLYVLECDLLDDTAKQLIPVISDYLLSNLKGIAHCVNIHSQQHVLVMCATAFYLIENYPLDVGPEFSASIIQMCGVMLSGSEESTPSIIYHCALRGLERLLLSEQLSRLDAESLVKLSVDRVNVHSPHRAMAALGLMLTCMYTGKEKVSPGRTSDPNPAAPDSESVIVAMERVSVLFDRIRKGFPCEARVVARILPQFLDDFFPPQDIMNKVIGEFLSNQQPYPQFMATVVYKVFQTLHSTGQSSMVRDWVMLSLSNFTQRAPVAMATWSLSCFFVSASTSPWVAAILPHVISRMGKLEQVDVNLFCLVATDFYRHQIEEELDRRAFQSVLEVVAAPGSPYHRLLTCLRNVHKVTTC
Pf apPOL block: Pf-apPOL DNA polymerase inhibition. Recombinant Pf-apPOL, molecular beacon fluorescence, 1.5 h. inhibition, % at 10 µM. hit rate 0.25% among 210,000. AID 1794808
The depositor's hits bear a star; . = no result given; & = joins results of further samples. Cut-off read from the data, not from the text of the source: active = inhibition above about 50%; inactive = the rest.

SMILES | mHTT-CaM PPI inh | Pf apPOL block
O=C(c1cnn2c(C(F)(F)F)cc(-c3ccco3)nc12)N1CCCC1c1ccccc1F (stereo not given) | 7 | -4
O=C(NC1CCCCC1)c1cc2cc3ccc(Cl)cc3nc2o1 | -4 | 2
COc1cccc(C2C3=C(CC(C)(C)CC3=O)Nc3ccccc3N2C(=O)C(F)(F)F)c1 (stereo not given) | 8 | -4
CCOc1ccc(CCNC(=O)CCCc2cn(C)c3ccccc23)cc1OCC | 33 | -9
Cc1ccc(CNc2nnc(-c3nnc(C)o3)c3ccccc23)cc1 | 31 | -4
COc1cc(C2CC(=O)C3=C(C2)Nc2ccccc2NC3c2ccc(C)s2)cc(OC)c1OC (stereo not given) | 32 | -7
CCOc1ccc(NC(=O)c2cccc3ccccc23)c([N+](=O)[O-])c1 | 63* | -2
Cc1cc(NC(=O)CN2CCc3ccccc3C2C(=O)N2CCC(C)CC2)ccc1F (stereo not given) | -5 | -5
O=C(Nc1ccccc1F)c1cnc2n(c1=O)CCS2 | -2 | -4
CCOc1ccc(N2CN=c3s/c(=C\c4cccc([N+](=O)[O-])c4)c(=O)n3C2)cc1 | 3 | -4
O=C(c1ccco1)N1CCC(OCc2nc(-c3cccnc3)no2)CC1 | 5 | -7
Cc1nc(C(=O)NCCN(C)C2CCCCC2)c(C)n1C1CCN(C)CC1 | 7 | -2

Brought forward from above: 4 compounds, then new ones.
SMILES | mHTT-CaM PPI inh | Pf apPOL block
O=C(Nc1ccccc1F)c1cnc2n(c1=O)CCS2 | -2 | -4
CCOc1ccc(N2CN=c3s/c(=C\c4cccc([N+](=O)[O-])c4)c(=O)n3C2)cc1 | 3 | -4
O=C(c1ccco1)N1CCC(OCc2nc(-c3cccnc3)no2)CC1 | 5 | -7
Cc1nc(C(=O)NCCN(C)C2CCCCC2)c(C)n1C1CCN(C)CC1 | 7 | -2
COc1cccc(-c2ccc3c(N)c(C(=O)Nc4cccc(F)c4C)sc3n2)c1 | -22 | 1
O=C(CCCc1ccccc1)NCc1nnnn1C1CCCCC1 | -15 | -1
CC1(C)CC(=O)C(C=Nc2ccc(Cl)cc2C(F)(F)F)=C(O)C1 | -2 | 5
O=C(C1CCCCC1)N1CCN(c2nnc3ccccn23)CC1 | -4 | -4
CCC(C)NC(=O)N1CCN(Cc2nc3cccnc3n2-c2cc(C)cc(C)c2)CC1 (stereo not given) | -4 | 0
COC(=O)c1c(C)nc(C)c(C(=O)OC)c1-c1csc(S(=O)(=O)Nc2ccc(F)c(Cl)c2)c1 | . | -12
CN1C(=O)C(=O)c2cc(Br)ccc21 | -2&3 | 3
COc1c(C)cnc(CO)c1C | . | -1
CC1=CC(C)C(CNCCN2CCNCC2)C(C)C1 (stereo not given) | 2 | 0
Cc1cc(C)n(-c2ccc(SCC(=O)NCc3cccs3)nn2)n1 | -7 | 1
COc1ccccc1NC(=O)c1cccc([N+](=O)[O-])c1 | -6 | -2
COc1ccc(-c2csc(NC(=O)Cc3ccc(SC)cc3)n2)cc1OC | 16 | -16
Cc1nc(-c2cccc(NC(=O)c3cc4cc(Br)ccc4oc3=O)c2)cs1 | -6 | -5
CCSc1oc(-c2ccco2)nc1S(=O)(=O)c1ccc(Cl)cc1 | -12 | -5
Cc1ccc(-c2cn3c(n2)N(C(=O)c2cnccn2)CCC3)cc1 | 0 | 0
CCC(=O)NCc1csc(C2CCN(S(=O)(=O)c3ccc(C)cc3)CC2)n1 | 3 | 1
CNC(=O)C(=O)Nc1ccc(OC)c(OC)c1 | -15 | -6
CCOc1ccc(C(=O)NC2CCCC2)cc1[N+](=O)[O-] | 0 | 12
CSc1ccn(-c2nc(-c3ccccc3)sc2-c2ccccc2)c(=O)n1 | 1 | -9&0
Cc1ccccc1NC(=O)CN(C)S(=O)(=O)c1ccc2[nH]c3c(c2c1)CCCC3 | 14 | -4
Cc1nc2ccccn2c1-c1ccnn1C(=O)c1ccc(C(F)(F)F)cc1 | . | -5&-4
CCCC(=O)Nc1ccc(NC(=O)c2ccc(C(C)(C)C)cc2)cc1 | 0 | -1
CC1=C(C(=O)Nc2ccc(C)cc2C)C(c2ccccc2Cl)n2ncnc2N1 (stereo not given) | 6 | -1
CC(=O)NC(C(=O)O)c1ccccc1 (stereo not given) | . | -3
CCCN(CCC)CCCNC(=O)C1CCCN(c2ncc(-c3ccc(C)cc3)cn2)C1 (stereo not given) | -3 | -4
Cc1cc(NC(=S)N2CCCCCC2)ccc1Br | . | -4&-1
COc1ccc(-c2ccc(CN3C(CC(C)C)C(=O)N(Cc4cn(CCC5OCCCO5)nn4)CCS3(=O)=O)cc2)cc1OC (stereo not given) | 21 | 2
CC(C)(C)NC(=O)CSc1nnnn1-c1ccc(C(=O)O)cc1 | -4 | -1
COC(=O)C1C2C=CC3(CN(c4ccccc4Cl)C(=O)C13)O2 (stereo not given) | -17 | 2
O=C(O)Cn1cc(Br)c(=O)[nH]c1=O | -10 | -1
O=C(CNc1ccccc1-c1nc2ccccc2[nH]c1=O)NC1CCCCCCC1 | -7 | -10
CCN1C(N)=C(C#N)C2(CCNCC2)c2nc(C)oc21 | 1 | .
Cc1ccc(S(=O)(=O)n2nc(C#N)c(C#N)c2N)cc1 | 12 | -7
Cc1nc(-c2cnccn2)sc1C(=O)Nc1cc(-c2ccc(Cl)cc2)[nH]n1 | . | 15
CC(C)C(=O)N1CCCN(Cc2nc(-c3ccc(Cl)cc3)no2)CC1 | 4 | -3
CCc1cccc(CC)c1NC(=O)c1ccccc1F | -4 | -6
COc1ccccc1-c1cc2ccccc2oc1=O | -12 | -3
COc1ccc(CNC(=O)c2cc3n(n2)CCCN(Cc2ccc(C)cc2)C3=O)cc1 | 6 | 0
Cc1ccn2cc(C(=O)NCc3cccc(F)c3)nc2c1 | 1 | -1
Cc1ccc(C2CC(c3ccccc3C)n3ncnc3N2)cc1C (stereo not given) | 10 | 8
COc1ccc(C2CC(=O)C3=C(C2)Nc2ccccc2NC3c2ccc3c(c2)OCO3)cc1OC (stereo not given) | 20 | -6
COc1cccc(/C=C2\N=C(c3cc([N+](=O)[O-])ccc3Cl)OC2=O)c1 | 2 | -2
CC1(O)CCN(Cc2cccs2)CC1N1CCCC1 (stereo not given) | 36 | -14
COc1ccccc1CNC(=O)C(=O)Nc1cccc(F)c1 | -1 | -8
CCCN1CCN(C(=O)c2ccn3c(-c4cccc(Cl)c4)nnc3c2)CC1 | 6 | -2
Cc1cc(C)n(-c2nc3nonc3nc2-n2nc(C)cc2C)n1 | 22 | 1
Cc1ccccc1C(=O)Nc1c2c(nn1-c1cccc(Cl)c1)CSC2 | -5 | -5
CC(C)C[C@H]1COc2cc(Br)ccc2S(=O)(=O)N1 | -13 | -7
COc1cc(OC)c(OC)cc1/C=C1\SC(N2CCN(C)CC2)=NC1=O | 8 | 2
CCn1c(C(=O)O)c(CC(=O)N2CCN(c3ccccc3)CC2)c2ccccc21 | 4 | 2
O=C(NCc1csc(C2CCN(C(=O)c3ccc(F)c(F)c3)CC2)n1)C1CC1 | -7 | -2
CC(=O)c1sc(Nc2ccc(N(C)C)cc2)nc1C | 29 | 0
COc1ccc(Cc2noc(-c3ccccc3C)n2)cc1 | -67 | -8
Cc1c(C(=O)NC2CCCC2)oc2ccc(S(=O)(=O)N3CCCC(C)C3)cc12 (stereo not given) | -2 | 6
CCOc1ccc(/C=C2\N=C(c3cccc(Cl)c3Cl)OC2=O)cc1 | 0 | 1
O=C(NCc1ccccn1)c1ccc2ncnc(N3CCCC3)c2c1 | -3 | 1
Oc1ccccc1-c1cc(-c2ccccc2)n[nH]1 | 35 | -248
O=C(CSc1nc2[nH]ncc2c(=O)n1-c1cccc(Cl)c1)Nc1ccccc1Cl | 18 | -8
COC(=O)c1ccc(C=C2Oc3cc(OC)ccc3C2=O)cc1 | 5 | -4
COc1ccc(CC(=O)Nc2c3c(nn2-c2ccc(Cl)cc2)CS(=O)(=O)C3)cc1OC | 4 | -4

Some of the entries so far, as labelled records:
Cc1c(C(=O)NC2CCCC2)oc2ccc(S(=O)(=O)N3CCCC(C)C3)cc12 (stereo not given)
- mHTT-CaM PPI inh: -2
- Pf apPOL block: 6

CCOc1ccc(/C=C2\N=C(c3cccc(Cl)c3Cl)OC2=O)cc1
- mHTT-CaM PPI inh: 0
- Pf apPOL block: 1

Continued:
SMILES | mHTT-CaM PPI inh | Pf apPOL block
CC1CCCC(NC(=O)CC(C(=O)N2CCc3ccccc32)n2ccnc2)C1C (stereo not given) | 21 | -6
COc1ccc(S(=O)(=O)Nc2ccccc2C(=O)NC(C)C)cc1OC | 1 | -1
O=C(CN1CCC2(CC1)N=C(c1cccc(F)c1)C(=O)N2)Nc1ccc(F)c(F)c1 | 0 | 7
Cc1cccc(NC(=O)CN2CCC(c3nc(-c4cccc(F)c4)no3)CC2)c1 | -3 | -5
O=c1c2c(n(Cc3ccccc3)c3cc(Cl)ccc13)OCC2 | 37 | 1
O=C(Nc1ccc(Cl)cc1)c1ccc(CN2CCOCC2)cc1 | -1 | 8
COc1ccc(Br)cc1/C=C1\C(=O)NN(c2ccc(C)c(Cl)c2)C1=O | 24 | 0
Cc1ccc2[nH]cc(CCN3CC(C(=O)Nc4cccc(F)c4)CC3=O)c2c1 (stereo not given) | 22 | 0
O=C(CCCOc1ccc(Cl)cc1)Nc1ccc(S(=O)(=O)Nc2ncccn2)cc1 | 1 | -1
O=C(C1CCN(Cc2ccccc2O)CC1)N(CCO)Cc1ccccc1 | 5 | -7
CC(=O)N1CCC(CCOCc2ccccc2F)CC1 | 0 | -1
CCc1cccc(NC(=O)N2CCc3c(nc4cc[nH]n4c3=O)C2)c1 | -1 | 1
CCCCCCN1CCS(=O)(=O)N(Cc2ccc(C)cc2)C(C(=O)OC)C1 (stereo not given) | 12 | -1
CC(C)S(=O)(=O)c1ccc(CC(=O)N2CCCC(c3nnc(C(F)(F)F)o3)C2)cc1 (stereo not given) | -12 | -2
Cc1ccc(CNC(=O)CC2CCN(S(=O)(=O)c3ccc(Cl)s3)CC2)o1 | 3 | 2
O=C(COc1ccc(Cl)cc1)Nc1ccccc1NC(=O)COc1ccc(Cl)cc1 | -1 | 1
CCOC(=O)c1ccc(Nc2nnnc3c2cnn3-c2ccccc2)cc1 | -10 | -1
CCOc1ccc2nc(SCC(=O)NCC(=O)c3ccccc3)sc2c1 | 2 | 0
Cn1c(NC(=O)c2cc(-c3ccc(Br)cc3)nc3ccccc23)cc(=O)n(C)c1=O | 37&8 | -3&-2
CN(CC#N)C(=O)c1cc2cccc3c2n1CCS3 | -1 | -1
Cc1ccc(S(=O)(=O)Nc2ccc(N3CCOCC3)cc2)cc1 | 10 | -4
Cc1ccc(C2=NC3(CCN(CC(=O)NCc4ccc(F)cc4)CC3)NC2=O)cc1C | 25 | 0
Cc1ccccc1C1CN(C(=O)c2ccccc2)CC1C(=O)NCC1CC1 (stereo not given) | 8 | -6
CC1(C)CC(CCN2CCOCC2)(c2cccc(C(F)(F)F)c2)CCO1 (stereo not given) | -2 | -3
C=C(C)COc1ccc2cc(-c3ccccc3)c(=O)oc2c1 | -37 | -1
COc1ccc(-c2nc3c(c(=O)[nH]2)CCN(C(=O)CCc2ccccc2)C3)cc1 | 2 | 4
O=C(CCCCC(=O)NNC(=O)C1CCCCC1)NNC(=O)C1CCCCC1 | -3 | .
CS(=O)(=O)N1N=C(c2ccc(Br)cc2)CC1c1ccco1 (stereo not given) | 6 | -6
Cc1nccn1-c1ccc(N2CCN(S(=O)(=O)c3ccc(F)c(Cl)c3)CC2)nn1 | 19 | 0
CC(C)(C)C1=CC(O)(c2ccccc2)C=C(C(C)(C)C)C1=O | . | -5
CCCCOc1ccc(C(=O)Oc2cc(C)[nH]c(=O)c2[N+](=O)[O-])cc1 | 10 | -6
COC(=O)c1c(Br)cnn1C | -14 | .
C=C(C)CSC1=C(C#N)C(C)(C)C(C#N)C(=O)N1 (stereo not given) | -9 | -10
O=C(NC1CCCC1)C1CCCN(c2ncc(-c3cccc(F)c3)cn2)C1 (stereo not given) | 2 | 0
Cc1ccc(NC2CCCCC2NS(=O)(=O)c2ccccc2)cc1 (stereo not given) | 25 | 1
Cc1ccc2c(=O)c(O)c(-c3cc(Br)cc4c3OCOC4)oc2c1 | 34 | 1
Cc1ccc(NC(=O)CCSc2nnc3ccccn23)cc1 | -9 | -11
CC1CCCC(NC(=O)C2c3ccccc3C(=O)N2C2CCCCCC2)C1C (stereo not given) | 18 | 14
Cc1nc2c(C(=O)NC3CCCC3)cnn2c(C)c1Cc1ccccc1F | 5 | -10
Cc1ccc(-c2ncc(NC(=O)c3cccs3)cn2)cc1 | -1 | -1
Cc1ccc(C2=N/C(=C\c3c(F)cccc3Cl)C(=O)O2)cc1[N+](=O)[O-] | 4 | 3
CC1=C(C(=O)Nc2ccc(F)cc2F)C(c2ccc(Cl)cc2)C2=C(CCCC2=O)N1 (stereo not given) | -12 | -1
Cc1ccc(NC(=O)C2CCN(c3cccc(F)c3)C2=O)cc1 (stereo not given) | -8 | -5
N#Cc1nccnc1S(=O)(=O)CCO | . | 0
Cc1ccccc1CNC(=O)C1CCn2c(nc3ccccc32)C1 (stereo not given) | 4 | -7
O=C(CCSCc1ccccc1F)NCc1ccc(F)cc1 | -4 | 32
CC(=O)c1ccc(N2CCN(S(=O)(=O)c3ccc(S(=O)(=O)c4ccccc4)s3)CC2)cc1 | . | 0
CCCCc1c(COC)[nH]c(=S)[nH]c1=O | . | -2
O=C(OCc1cc(-c2ccco2)on1)c1ccco1 | -9 | -4

Single records, as listed above. Order of values: mHTT-CaM PPI inh, Pf apPOL block
CCOc1ccc(/C=C2\N=C(c3cccc(Cl)c3Cl)OC2=O)cc1 in the list: 0, 1
COc1ccc(CNC(=O)c2cc3n(n2)CCCN(Cc2ccc(C)cc2)C3=O)cc1 in the list: 6, 0
CCn1c(C(=O)O)c(CC(=O)N2CCN(c3ccccc3)CC2)c2ccccc21 in the list: 4, 2
Cc1ccc(NC2CCCCC2NS(=O)(=O)c2ccccc2)cc1 (stereo not given) in the list: 25, 1
